PERK inh – human PERK inhibition, primary cell-based screen; inhibition, % at 5.6 µM; CHO PERK-DD fusion, SEAP luminescence translation reporter; 0.17% of 220,000 active; Q9NZJ5;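 active = inhibition above the mean inhibition of all tested compounds plus 3 SD, set separately per screening campaign, cut at about 2.9% in these data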;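 note: PERK kinase domain activated by AP20187 dimerizer at 100 nM; 0% = DMSO with dimerizer and 100% = rapamycin at 8.4 µM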
Target sequence (Q9NZJ5 whole entry, looked up, the tested form may be a part): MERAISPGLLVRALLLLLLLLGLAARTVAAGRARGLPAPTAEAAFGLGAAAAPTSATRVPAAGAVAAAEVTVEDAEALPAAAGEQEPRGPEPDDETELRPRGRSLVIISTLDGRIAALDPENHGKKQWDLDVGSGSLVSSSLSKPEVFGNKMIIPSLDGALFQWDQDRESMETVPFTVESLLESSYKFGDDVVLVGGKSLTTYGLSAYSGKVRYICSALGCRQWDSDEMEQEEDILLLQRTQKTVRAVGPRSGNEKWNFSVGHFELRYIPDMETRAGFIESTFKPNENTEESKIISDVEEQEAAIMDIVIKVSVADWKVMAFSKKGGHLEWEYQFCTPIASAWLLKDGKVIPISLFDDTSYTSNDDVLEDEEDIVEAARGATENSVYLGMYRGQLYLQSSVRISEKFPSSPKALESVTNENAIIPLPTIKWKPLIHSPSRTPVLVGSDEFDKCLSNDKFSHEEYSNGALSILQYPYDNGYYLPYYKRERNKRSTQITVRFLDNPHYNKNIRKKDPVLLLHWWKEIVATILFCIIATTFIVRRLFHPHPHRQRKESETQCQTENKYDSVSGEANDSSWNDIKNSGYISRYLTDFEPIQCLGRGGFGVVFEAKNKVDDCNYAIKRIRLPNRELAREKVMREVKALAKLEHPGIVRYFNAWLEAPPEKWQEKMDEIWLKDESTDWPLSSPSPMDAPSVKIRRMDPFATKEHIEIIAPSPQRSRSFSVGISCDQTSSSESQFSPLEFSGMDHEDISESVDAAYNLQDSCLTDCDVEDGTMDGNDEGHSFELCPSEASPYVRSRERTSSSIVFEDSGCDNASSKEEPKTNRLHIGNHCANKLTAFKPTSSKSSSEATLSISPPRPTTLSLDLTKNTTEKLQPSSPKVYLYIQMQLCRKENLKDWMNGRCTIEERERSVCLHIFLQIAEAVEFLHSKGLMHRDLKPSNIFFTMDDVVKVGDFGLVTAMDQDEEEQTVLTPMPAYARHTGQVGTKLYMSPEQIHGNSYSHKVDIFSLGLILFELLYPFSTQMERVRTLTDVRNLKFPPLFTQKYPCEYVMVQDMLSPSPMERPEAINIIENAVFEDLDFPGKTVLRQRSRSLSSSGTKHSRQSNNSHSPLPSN
FXIa inh – factor XIa (human) inhibition | inhibition, % at 5 µM | 0.14% of 220,000 active | purified FXIa, Boc-Glu-Ala-Arg-AMC fluorogenic substrate;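 active = inhibition of at least 40%; inactive = inhibition below 40%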;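 note: fluorescence of freed AMC excited at 355 nm; 0% = enzyme without compound and 100% = no enzyme blank; many of its hits are not listed in these tables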
Thrombin inh – thrombin (human) inhibition; AID 1046; alpha-thrombin, Boc-VPR-AMC fluorogenic substrate cleavage; inhibition, % at 5 µM; 0.26% of 220,000 active; P00734;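 active = inhibition at or above 40%; inactive = inhibition below 40%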;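 note: 0% = enzyme with no compound and 100% = wells without enzyme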
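Material: human alpha-thrombin protein; Also added: Boc-VPR-AMC substrate, 15 µM final; Timing: enzyme reaction carried out at room temperature; Signal: fluorescence, ex 355 nm, em 460 nm; Measure: % inhibition of thrombin; Controls: enzyme without compound as high, wells lacking enzyme as low.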
hK5 inh – kallikrein 5 (human) inhibition | 0.59% of 210,000 active | inhibition, % at 5 µM | recombinant hK5, fluorogenic AMC substrate cleavage | AID 873 | Q9Y337;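 active = inhibition of 40% or more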;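 note: 0% = enzyme controls without compound and 100% = no-enzyme blanks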
FXIIa inh 1536 – blocks human coagulation factor XIIa protease activity. P00748. purified FXIIa, Boc-QGR-AMC fluorogenic substrate, 2 h. inhibition, % at 5 µM. 0.3% of 220,000 active. AID 800; in the data active = inhibition above about 40%;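 note: 0% = enzyme with no compound and 100% = blank without enzyme; many of its hits are not listed in these tables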
Cl transport mod – KCC2 (human) Cl- transport modulation; KCC2 cells, thallium flux FluoZin-2 fluorescence; AID 1456; 2.2% of 190,000 active; Q9H2X9; B-score of Tl+ flux slope (higher = more flux/activation; lower = inhibition) at 10 µM;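 active = thallium flux slope and its plate-corrected score both differing from the plate sample mean at a set confidence after two filtering rounds, in either direction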;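 note: slope of fluorescence scaled to starting intensity during 10 to 20 s after thallium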
m-calpain inh – inhibitors of pig calpain II; inhibition, % at 16 µM; 0.37% of 220,000 active; purified calpain II, fluorogenic peptide substrate, 30 min;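 active = inhibition above about 50%, limit read from the data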
Furin inhibitor – inhibitors of human furin; P09958; purified furin, fluorogenic substrate cleavage; inhibition, % at 30 µM; 0.061% of 220,000 active; AID 463115; in the data active = inhibition above about 25%; note: inactives centre near -15
Rad51 HR inh – Rad51 (human) homologous recombination inhibition. hRad51 DNA strand exchange, fluorescence dequenching. inhibition, % at 10 µM. 0.085% of 200,000 active;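 active = inhibition above 40% at the single screening dose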;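 note: 0% = DMSO control wells and 100% = blanks with heterologous ssDNA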
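Test system – preformed human Rad51 ssDNA filaments · Reagent – Donor/quencher-labelled 47-bp dsDNA substrate · Incubation – 37 °C 15-min filament assembly, 30-min compound preincubation, 15-min exchange · Signal – FRET fluorescence dequenching, excitation 485 nm, emission 520 nm · Read-out – percent inhibition from fluorescence, normalised to plate control and blank means · Benchmarks – plate control and blank wells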
An asterisk follows results filed as active; i = inactive; / = not tested or not shown; [ ] = another dose, or the depositor's remark. An excerpt; the hit share may differ from the screen's.

item	Structure	PERK inh	FXIa inh	Thrombin inh	hK5 inh	FXIIa inh 1536
1	COc1ccccc1OCCCn1cc(C=O)c2ccccc21	-0.3	11	14	20	34
2	CN(Cc1ccccc1)Cc1ccccc1OC(=O)N(C)C	-0.4	2	-7	-2	10
3	CC(=O)OC1N=C(c2ccc(Cl)cc2)c2cc(Br)ccc2NC1=O (stereo not given)	0.4	6	0	-9	9
4	O=C1NC(=O)N(CCc2ccc(F)cc2)C(=O)/C1=C\C=C\c1ccccc1	0.8	-1	13	-1	8
5	CCOC(=O)[C@]1(C#N)[C@@H]2C=CC(C(C)=O)=CN2[C@@H](C(N)=O)[C@@H]1c1ccsc1	1.7	3	1	-4	10
6	CN1CCC(O)(c2ccccc2)C(C(=O)c2ccccc2)C1 (stereo not given)	0.7	-2	-1	2	6
7	CC(C)CN1CCN(Cc2ccc(C(F)(F)F)cc2)CC1CCO (stereo not given)	0.7	-4	-5	-2	2
8	O=C(Oc1c(Cl)cc(Cl)c2ccccc12)N1CCCCC1	-0.5	0	-1	-11	11
9	CN1C(=O)C(Cc2ccsc2)C(=O)N(C)C1=O	-1.1	-2	3	25	-1
10	CCCCCn1c(NC(=O)c2ccco2)c(C(=O)OCC)c2nc3ccccc3nc21	-1.0	-11	-7	-21	-8

item	Cl transport mod	m-calpain inh	Furin inhibitor	Rad51 HR inh
1	0.32	11	-4	-4
2	/	-20	-26	-9
3	0.82	-35	-167[20 µM]	-1
4	/	-173	-11	6
5	0.5	-26	-18[20 µM]	/
6	-0.0037	-6	-23	0
7	-0.53	1	-15	-18
8	-0.18	22	-3[20 µM]	-1
9	0.1	20	-16	-6
10	-0.95	i	-7	/

item	Structure	PERK inh	FXIa inh	Thrombin inh	hK5 inh	FXIIa inh 1536
11	Cc1ccc2cc3cc(C(=O)N4CCC5(CC4)OCCO5)oc3nc2c1	0.4	-8	1	-10	-8
12	Cn1cc(C(=O)N2CCC3(CC2)OCCO3)c2c3ccccc3n(C)c2c1=O	-0.4	-1	0	11	1
13	CCCCOc1nc2ccccc2c(=O)n1-c1ccccc1	0.5	6	-8	-11	16
14	CN1C(=O)C(=Cc2ccc(N3CCCCC3)o2)C(=O)N(C)C1=S	0.9	-3	1	2	11
15	CCCNS(=O)(=O)c1ccc(OCC(=O)N2CCN(C)CC2)cc1	-0.6	-3	-2	-14	3
16	COc1cccc(-n2c(O)c(C=NCc3ccc4c(c3)OCO4)c(=O)[nH]c2=O)c1	0.4	3	-2	-10	7
17	O=C1NC(=O)N(CC2CCCO2)C(=O)/C1=C/c1cccs1 (stereo not given)	0.4	2	0	2	10
18	COc1ccc(C(=O)C2CCCN(Cc3cnc(C)s3)C2)cc1OC (stereo not given)	0.2	2	0	/	10
19	O=C1NC(=O)N(c2ccc(F)cc2)C(=O)/C1=C/c1ccc(N2CCOCC2)cc1	0.8	0	-7	-10	13
20	Cn1c(=O)c2c(ncn2CCCl)n(C)c1=O	0.5	2	-10	1	8

item	Cl transport mod	m-calpain inh	Furin inhibitor	Rad51 HR inh
11	-0.23	-169	2	4
12	/	-59	-28	7
13	0.12	23	-14	4
14	/	-38	-16[20 µM]	-272
15	-0.37	-10	-20[20 µM]	19
16	-0.66	-14	-5[20 µM]	-8
17	-0.0068	-6	-9	-1
18	/	3	-10	/
19	0.78	-37	-2	-1
20	0.85	11	-20	-6

Quoted at random: two entries already listed, in no set order.
item	Structure	PERK inh	FXIa inh	Thrombin inh	hK5 inh	FXIIa inh 1536
15	CCCNS(=O)(=O)c1ccc(OCC(=O)N2CCN(C)CC2)cc1	-0.6	-3	-2	-14	3
17	O=C1NC(=O)N(CC2CCCO2)C(=O)/C1=C/c1cccs1 (stereo not given)	0.4	2	0	2	10

item	Cl transport mod	m-calpain inh	Furin inhibitor	Rad51 HR inh
15	-0.37	-10	-20[20 µM]	19
17	-0.0068	-6	-9	-1

Next results follow:
item	Structure	PERK inh	FXIa inh	Thrombin inh	hK5 inh	FXIIa inh 1536
21	O=Cc1cn(Cc2c(F)cccc2Cl)c2ccccc12	1.6	-2	-13	2	2
22	Cc1ccccc1CCNCc1ccc(Br)cc1	0.7	5	-6	-17	11
23	CC(C)(O)[C@H]1O[C@H]2CC[C@@]3(C)[C@@](O)(CC[C@H]4Cc5c([nH]c6ccccc56)[C@@]43C)C2=CC1=O	0.4	1	-9	5	8
24	CCCCn1c(N)c(C(=O)NCCN2CCOCC2)c2nc3ccccc3nc21	-1.0	-7	2	-77	-17
25	CC1=CC(=O)NP(=O)(Oc2ccc3ccccc3c2)N1 (stereo not given)	1.5	9	5	-22	12
26	CCOc1ccc(N=Cc2c(O)n(Cc3ccccc3)c(=S)[nH]c2=O)cc1	1.4	9	0	4	4
27	CC1CCCN(C(=O)CN2C3CCC2CC(O)(c2ccc(F)cc2)C3)C1 (stereo not given)	-0.1	-3	/	-6	-2
28	Cc1ccc(OCC(=O)N2CCN(Cc3ccc([N+](=O)[O-])cc3)CC2)cc1	0.8	2	2	5	12
29	CC(=O)c1c(C)n(CC2CCCO2)c2ccc(O)cc12 (stereo not given)	-0.1	2	-11	-11	5
30	O=P(Nc1cccnc1)(Oc1ccccc1)Oc1ccccc1	-0.3	0	-1	-17	8

item	Cl transport mod	m-calpain inh	Furin inhibitor	Rad51 HR inh
21	-2.3	-8	-24	17
22	0.21	2	-13	4
23	1.3	-126	-21	-39
24	-0.21	i	-53	8
25	0.28	-50	-14	3
26	1	-19	-27	-9
27	1.2	0	-15	4
28	-1	-12	-16	0
29	0.23	-12	-19[20 µM]	-6
30	0.71	21	-14	-1

item	Structure	PERK inh	FXIa inh	Thrombin inh	hK5 inh	FXIIa inh 1536
31	O=C(CNC(=O)OCc1ccccc1)Nc1ccc(Br)cc1C(=O)c1ccccc1	0.9	3	1	-9	13
32	Fc1ccc(CN2CCN(c3ccc(Cl)cc3)CC2)cc1	-0.1	1	-3	-1	7
33	CCC(COC(=O)NC)NC(=O)Oc1cccc(C)c1 (stereo not given)	1.4	-2	-1	2	14
34	Fc1ccc(C2=CCN(C(c3ccc(Cl)cc3)c3nnnn3Cc3ccccc3)CC2)cc1 (stereo not given)	-0.8	4	-6	-10	10
35	CCOC(=O)c1c(C)n(Cc2ccc(F)cc2)c2ccc(O)cc12	-0.2	5	-8	4	7
36	CN(C)C(=O)Oc1ccc(OC(=O)c2ccccc2)cc1	0.6	4	3	-4	18
37	Cc1cc(NC(=O)COC(=O)c2c(C)nn(Cc3ccccc3Cl)c2C)no1	-0.8	-1	2	0	11
38	COCCn1c(-c2ccccc2)cc(C(=O)O)c1C	1.2	/	/	/	/
39	CC/C(=N\NC(=O)c1ccccc1)c1c(O)n(Cc2ccccc2)c(=O)[nH]c1=O	-0.6	1	-7	-3	3
40	CCOC(=O)c1c(/N=C/c2c(O)n(-c3ccccc3F)c(=S)[nH]c2=O)sc2c1CCCC2	0.7	2	0	-12	7

item	Cl transport mod	m-calpain inh	Furin inhibitor	Rad51 HR inh
31	-1.5	36	-17[20 µM]	-9
32	0.99	-24	-35	4
33	0.11	-1	-8[20 µM]	2
34	0.89	8	1	9
35	0.024	-89	-16	/
36	-0.02	-7	-17[20 µM]	-2
37	/	-22	-17[20 µM]	7
38	0.5	/	-19[20 µM]	-2
39	-2.5	33	-14	-48
40	2.1	-43	-10[20 µM]	-20

Taken from above, two compounds:
item	Structure	PERK inh	FXIa inh	Thrombin inh	hK5 inh	FXIIa inh 1536
39	CC/C(=N\NC(=O)c1ccccc1)c1c(O)n(Cc2ccccc2)c(=O)[nH]c1=O	-0.6	1	-7	-3	3
40	CCOC(=O)c1c(/N=C/c2c(O)n(-c3ccccc3F)c(=S)[nH]c2=O)sc2c1CCCC2	0.7	2	0	-12	7

item	Cl transport mod	m-calpain inh	Furin inhibitor	Rad51 HR inh
39	-2.5	33	-14	-48
40	2.1	-43	-10[20 µM]	-20

Additional records follow:
item	Structure	PERK inh	FXIa inh	Thrombin inh	hK5 inh	FXIIa inh 1536
41	c1ccc2c(c1)OCC(C1=NCCN1)O2 (stereo not given)	-1.0	1	/	-10	11
42	CCOP(=S)(OCC)SCOC(=O)NCC(=O)OC	0.7	8	2	-2	10
43	COc1ccc(C(=O)C2CCCN(Cc3ccsc3)C2)cc1OC (stereo not given)	-0.6	1	-1	5	7
44	C=Cn1ccnc1P(=S)(c1cc(N(CC)CC)ns1)c1nccn1C=C	-1.6	3	12	0	19
45	CCc1cccc2c(C#N)cn(CC(=O)N3CCOCC3)c12	0.5	6	-2	0	10
46	Cc1nc2ccccc2c(=O)n1-c1ccc(C(=O)O)cc1	0.9	-1	0	3	15
47	O=S(=O)(c1ccc(F)cc1)N1CCCC1c1cccnc1 (stereo not given)	0.5	2	-5	-1	6
48	CCC(=Nc1cccc(C(F)(F)F)c1)c1c(O)n(C)c(=O)n(C)c1=O	-0.1	6	1	4	9
49	CN1OCC2Cn3c(nc4ccccc43)C21 (stereo not given)	/	2	0	2	8
50	CC(C)c1ccc(N2C(=O)NC(=O)/C(=C/C=C/c3ccco3)C2=O)cc1	1.4	11	-11	-6	15

item	Cl transport mod	m-calpain inh	Furin inhibitor	Rad51 HR inh
41	1.1	-5	-19	-8
42	-0.06	-18	-14	-4
43	-0.033	23	-7	-44
44	-1	-4	-10	-2
45	/	-22	-16[20 µM]	-3
46	-0.85	1	-29	-6
47	-0.86	-22	-9	13
48	-0.51	6	0	-23
49	0.061	-20	-24	-3
50	-1.2	-31	-11	-293

Brought forward from above: 3 compounds; new compounds follow.
item	Structure	PERK inh	FXIa inh	Thrombin inh	hK5 inh	FXIIa inh 1536
48	CCC(=Nc1cccc(C(F)(F)F)c1)c1c(O)n(C)c(=O)n(C)c1=O	-0.1	6	1	4	9
49	CN1OCC2Cn3c(nc4ccccc43)C21 (stereo not given)	/	2	0	2	8
50	CC(C)c1ccc(N2C(=O)NC(=O)/C(=C/C=C/c3ccco3)C2=O)cc1	1.4	11	-11	-6	15
51	CCOC(=O)c1ccc(NC(=O)C2C3C=CC(O3)C2C(=O)O)cc1 (stereo not given)	0.7	-20	-5	6	16
52	COc1ccc(Cl)cc1C(=O)C1CCCN(Cc2cnc(C)s2)C1 (stereo not given)	0.6	-6	-7	-6	3
53	Nc1c(C(=O)NCCN2CCOCC2)c2nc3ccccc3nc2n1Cc1ccco1	0.1	-11	2	-13	-6
54	COc1ccc(-c2cc(C(F)(F)F)n3nc(C(=O)N4CCC5(CC4)OCCO5)cc3n2)cc1OC	-0.4	-11	-2	3	-14
55	Brc1ccc2c(c1)C(OC1CN3CCC1CC3)c1ccccc1CS2 (stereo not given)	-1.1	4	-5	-10	8
56	O=C(COC(=O)Cc1ccccc1)Nc1ccc(SC(F)F)cc1	1.4	4	-3	-4	10
57	O=c1[nH]c(O)c(N=Nc2ccc([N+](=O)[O-])cc2)c(=O)[nH]1	0.9	1	-6	-10	5
58	COc1cccc(C2(O)CCSCC2CN(C)C)c1 (stereo not given)	-0.9	-8	-4	-16	-2
59	CC1(C)CC(=O)C2=C(C1)NC(=O)C21C(C(=O)OC(C)(C)C)=C(N)Oc2ccc(Br)cc21 (stereo not given)	-0.6	-7	0	-9	6
60	Cc1cc(NC(=O)CCl)no1	0.4	-5	-9	-4	1
61	Nc1cc2nc3ccccc3nc2cc1N	0.2	7	-5	3	13

item	Cl transport mod	m-calpain inh	Furin inhibitor	Rad51 HR inh
48	-0.51	6	0	-23
49	0.061	-20	-24	-3
50	-1.2	-31	-11	-293
51	0.053	-11	-5	-4
52	-1.3	2	-18	19
53	-0.38	i	-47	-27
54	0.18	-24	-26[20 µM]	-7
55	0.53	-23	-27	8
56	0.32	16	-13	-2
57	-0.28	18	-9	2
58	0.6	14	-10	-7
59	/	-20	-4[20 µM]	-5
60	1.9	-7	-19	1
61	/	6	-12	-152
